# Keap1-Nrf2 PPI: Keap1-Nrf2 protein-protein interaction inhibitors, primary screen, biochemical, fluorescence polarization, single point | Kelch-like ECH-associated protein 1 (Homo sapiens), Q14145 | Keap1 Kelch-Nrf2 peptide fluorescence polarization, 1536-well | inhibition, % at 9.4 µM | actives 0.15% (n = 340,000) | AID 504523, 2011; in the data active means inhibition above about 12%;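 further: human Keap1 Kelch domain with fluorescein labeled Nrf2 9mer peptide probe; 0% = neutral control wells and 100% = peptide positive control; higher means more block of Keap1 binding to Nrf2 peptide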
# DAGLB inhibitor: DAGLB lipase inhibitors, primary screen, biochemical, fluorescence, HTS | HEK293T DAGLB membrane lysate, EnzChek fluorogenic substrate | actives 0.059% (n = 340,000) | inhibition, % at 5.17 µM; in the data active means inhibition above about 34%;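 further: 0% = enzyme with vehicle and 100% = wells lacking enzyme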
# Target sequence (Q8NCG7 whole entry, looked up): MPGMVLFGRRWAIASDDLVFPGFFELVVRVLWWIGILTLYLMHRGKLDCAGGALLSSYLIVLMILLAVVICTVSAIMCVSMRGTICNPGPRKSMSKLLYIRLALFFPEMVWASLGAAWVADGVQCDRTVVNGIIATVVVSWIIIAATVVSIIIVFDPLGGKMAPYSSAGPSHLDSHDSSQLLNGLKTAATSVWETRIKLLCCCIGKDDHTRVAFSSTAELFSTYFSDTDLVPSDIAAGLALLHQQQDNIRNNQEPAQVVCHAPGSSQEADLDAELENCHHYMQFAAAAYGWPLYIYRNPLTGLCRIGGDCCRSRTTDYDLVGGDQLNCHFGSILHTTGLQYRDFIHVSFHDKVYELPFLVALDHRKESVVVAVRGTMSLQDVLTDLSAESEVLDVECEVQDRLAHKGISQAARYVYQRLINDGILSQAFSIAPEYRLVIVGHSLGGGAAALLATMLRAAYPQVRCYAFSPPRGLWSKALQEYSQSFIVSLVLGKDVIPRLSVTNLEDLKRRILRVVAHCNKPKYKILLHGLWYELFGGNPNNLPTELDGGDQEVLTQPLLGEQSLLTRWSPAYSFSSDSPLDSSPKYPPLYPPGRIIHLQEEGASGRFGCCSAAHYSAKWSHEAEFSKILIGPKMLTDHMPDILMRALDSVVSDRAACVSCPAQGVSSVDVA
# RTF Ca sens inh: cardiac RTF calcium sensitivity inhibitors, primary screen, biochemical, IANBD-TnC fluorescence, EC70 calcium; IANBD-labeled cardiac RTF, Ca2+ fluorescence; Troponin I, cardiac muscle (Homo sapiens) + Troponin T, cardiac muscle (Homo sapiens) + …; inhibition, % at 7.15 µM; actives 0.12% (n = 340,000);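 active means inhibition above the mean inhibition of all tested compounds plus 3 SD, cut at about 17% in these data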;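 further: assay run at fixed EC70 calcium of 1.6 mM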
# Pemphigus Ab inh: inhibitors of pemphigus antibody binding to DSG3, primary screen, biochemical, bead-based, flow cytometry, scFv-GFP; DSG3-coupled beads, scFv-anti-DSG3-GFP binding; hits give low values; actives 0.48% (n = 310,000); AID 588358, 2011; binding (percent of control), % at 10 µM;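 active means binding more than 3 SD below its plate's average and above zero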;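 further: hits lower antibody fragment binding to DSG3; some compounds called inactive have numbers as strong as hits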
# V-ATPase pH: regulators of yeast V-ATPase proton pumping, primary screen, pHLuorin cytosolic pH fluorescence | response, % at 10 µM | actives 0.37% (n = 350,000) | S. cerevisiae; in the data active means response mostly above about 7.3%, no sharp cut-off; inactive means mostly below about 5.4%; further: actives read high; inactives centre near 0; some compounds called inactive have numbers as strong as hits; reference of the scale not given here
# Arrestin-AP2 inh: inhibitors of beta-arrestin/AP2 binding, primary screen, biochemical, GPCR trafficking, flow cytometry; beta-arrestin 1 C-terminal peptide binding to AP2 beta2-adaptin appendage (human); FITC-arrestin peptide / GST-AP2 beads; AP2 beta2 appendage carries R879A mutation; inhibition, % at 10 µM; actives 0.31% (n = 340,000); AID 504490, 2011;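 active means inhibition above a set limit, near 3 SD of compounds lacking own fluorescence, cut at about 54% in these data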;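 further: plate controls were DMSO wells for no effect and 5 µM unlabelled arrestin peptide for full effect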
#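 system = GST-tagged AP2 beta2-adaptin appendage (R879A) on 4 µm glutathione beads | reagent = FITC-labelled arrestin peptide probe, 50 nM final | schedule = compound with beads 12 min RT, then probe 1 h RT | signal = HyperCyt-sampled flow cytometry, FL1 channel, ex 488/em 535 nm | read-out = percent response from loss of bead-bound FITC fluorescence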
# C-LANA FP: inhibitors of KSHV C-LANA binding to DNA, primary screen, biochemical, fluorescence polarization, FAM-LBS DNA, MBP-C-LANA, single point; inhibition, % at 9 µM; AID 504423, 2011; Kaposi's sarcoma herpesvirus LANA C-terminal domain (residues 932-1162) DNA binding; actives 0.078% (n = 340,000);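 active means highest replicate inhibition at or above 60% at 9 µM, even if other replicates fall short; inactive means all replicates below 60% inhibition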;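 further: 0% = neutral control wells and 100% = 4 µM acridine orange control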
# CAL PDZ FP-1: CAL PDZ peptide-binding inhibitors, primary screen, biochemical, fluorescence polarization, Cer-tagged CAL PDZ, HTS; inhibition, % at 20 µM; actives 0.02% (n = 330,000); Golgi-associated PDZ and coiled-coil motif-containing protein (Homo sapiens), Q9HD26; AID 504414, 2011; purified CAL PDZ, TMR-peptide fluorescence polarization, 1 h;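 active means highest replicate inhibition of at least 40%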;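 further: plate controls were DMSO neutral control wells for no effect and unlabeled competitor peptide control wells for full effect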
#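 System: tagged CAL PDZ domain. Schedule: 1 h room-temperature incubation prior to read. Signal: fluorescence polarization (mP). Measure: percent inhibition from loss of millipolarization.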
# CAL PDZ FP-2: untagged CAL PDZ binding inhibitors, primary screen, biochemical, fluorescence polarization, HTS | AID 602252, 2012 | actives 0.92% (n = 300,000) | purified CAL PDZ, TMR-peptide fluorescence polarization, 1 h | inhibition, % at 24.9 µM;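 active means mean inhibition of at least 30% with at least half of replicates also reaching 30%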;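 further: 0% = DMSO neutral control and 100% = excess unlabeled competitor peptide PRC23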
# NSD2 inh: NSD2 histone methyltransferase inhibitors, primary screen, biochemical, AlphaScreen, single concentration, set 2. NSD2 peptide methylation, 120 min. inhibition, % at 12.5 µM. Histone-lysine N-methyltransferase NSD2 (Homo sapiens), O96028. actives 0.54% (n = 310,000); in the data active means inhibition above about 50%
# * hit, by the source's call; . = no result given. These rows are one share of the data; count on the stated rates, not on these rows.
SMILES,Keap1-Nrf2 PPI,DAGLB inhibitor,RTF Ca sens inh,Pemphigus Ab inh,V-ATPase pH,Arrestin-AP2 inh,C-LANA FP,CAL PDZ FP-1,CAL PDZ FP-2,NSD2 inh
Cc1ccc(CNS(=O)(=O)c2c(C)n(C)c(=O)n(C)c2=O)cc1,-1,3,-10,94,0,3,-0.4,-4.0,3,.
COC(=O)C1=C(C)NC(=S)NC1c1ccc(OC(=O)c2ccco2)cc1 (centres undefined),1,-4,-11,103,-1,-25,1.7,0.2,3,-3
CC(=O)c1cc(Cl)ccc1OC(=O)c1ccco1,2,2,-2,103,3,-11,-0.9,-0.5,-4,0
CCN1C(=O)C(CC(=O)Nc2ccc(OC)cc2)N(Cc2ccc3c(c2)OCO3)C1=S (centres undefined),-4,-4,-2,102,-3,-1,3.4,-0.9,-3,-4
O=c1[nH]c2cc(NCCO)c([N+](=O)[O-])cc2[nH]1,2,3,7,99,8,70*,6.2,-1.4,-3,0
Cc1ccc(S(=O)(=O)N2CCN(C(=O)COC(=O)CCOc3cc(C)ccc3C)CC2)c(C)c1,-3,-10,-3,.,-1,15,2.0,0.3,-2,-3
Cc1ccc(O)c(C(=O)c2coc(=N)c(C(=O)NC(C)C)c2)c1,2,3,0,98,2,4,-0.4,-0.7,-3,1
O=C1Nc2ccccc2/C1=N\N=C\C1=C(N2CCOCC2)C(=C\c2ccccc2)/CC1,0,18,9,80*,3,-1,0.4,.,-5,6
O=C1CCC(=O)N1Cc1c(Cl)cccc1Cl,0,-3,-1,.,-2,25,-0.7,-2.7,1,-1
Cc1ccc(N2C(=O)C(NC(=O)c3ccccc3)(C(F)(F)F)C3=C2CC(C)(C)CC3=O)cc1 (centres undefined),-4,1,-10,104,-2,-15,3.8,-1.1,-3,0

# Structures listed so far containing four or more nitrogen atoms:
SMILES,Keap1-Nrf2 PPI,DAGLB inhibitor,RTF Ca sens inh,Pemphigus Ab inh,V-ATPase pH,Arrestin-AP2 inh,C-LANA FP,CAL PDZ FP-1,CAL PDZ FP-2,NSD2 inh
O=c1[nH]c2cc(NCCO)c([N+](=O)[O-])cc2[nH]1,2,3,7,99,8,70*,6.2,-1.4,-3,0
O=C1Nc2ccccc2/C1=N\N=C\C1=C(N2CCOCC2)C(=C\c2ccccc2)/CC1,0,18,9,80*,3,-1,0.4,.,-5,6

# Next structures follow:
SMILES,Keap1-Nrf2 PPI,DAGLB inhibitor,RTF Ca sens inh,Pemphigus Ab inh,V-ATPase pH,Arrestin-AP2 inh,C-LANA FP,CAL PDZ FP-1,CAL PDZ FP-2,NSD2 inh
O=C(COc1coc(CN2CCN(c3ccccc3F)CC2)cc1=O)Nc1ccccc1,2,1,-2,94,-2,25,1.4,-2.5,-5,2
Cc1ccc(N=Nc2c(O)[nH]c(=O)[nH]c2=O)cc1S(=O)(=O)Nc1ccc(Br)cc1,-7,13,-5,126,3,2,1.4,-0.3,4,9
Cc1ccc(Nc2cc(C)nc3c(C)cccc23)cc1,4,-1,-8,99,2,36,-5.1,-3.4,-3,-2
CCOc1ccccc1NC(=O)CCCN1C(=S)NC(C)(C)CC1C (centres undefined),3,-1,-16,104,-5,34,0.2,-0.2,.,-3
CC(C)(C)c1cc(NC(=O)Nc2ccc(Br)cc2Cl)no1,1,-8,-1,109,1,19,-0.8,-0.6,.,-1
CC[C@H](C)/C=C(C)/C=C/C(=O)Cc1cc(O)c(C)c(O)c1C=O,-5,8,-21,100,-1,7,6.4,-0.8,-7,.
Cn1c(NCCCO)nc2c(c1=O)C1(CCCCC1)Cc1ccccc1-2,-4,-2,-6,.,-7,16,0.8,-0.7,-6,0
O=C(Nc1cccc(C(=O)O)c1)/C(=C\C=C\c1ccccc1)NC(=O)c1ccccc1,-7,6,-2,104,-6,7,0.0,-7.0,-6,4
O=C(Cc1ccccc1)N/N=C/c1ccc(OCC(=O)Nc2ccccc2)cc1,-6,-2,-10,93,3,-5,-1.1,0.7,0,4
CCOC(=O)c1[nH]c(C)c(C(=O)NCc2ccc(C)cc2)c1C,-6,-1,-6,108,-4,7,-0.6,0.7,.,.
COc1ccccc1C(CNC(=O)CNC(=O)c1ccc(Cl)c(Cl)c1)N1CCCC1 (centres undefined),2,1,-1,99,3,4,-0.4,0.0,-1,1
COc1ccc(S(=O)(=O)N2CCCCC2)cc1NC(=O)CSc1nccn1C,3,0,-1,100,-2,-3,1.5,0.2,-4,-2
CN(C)CCNc1cnn(-c2ccccc2)c(=O)c1Cl,-5,1,7,101,-1,21,-1.5,-0.1,-3,15
CCCN(CCC)CCNC(=O)C1c2ccccc2C(=O)N2CCc3ccccc3C12 (centres undefined),-2,-3,-6,100,5,15,-0.9,-1.7,10,18
CCN(CC)S(=O)(=O)c1ccc2c(c1)N(CC(=O)N1CCCC1)C(=O)CO2,-4,-4,2,125,0,-2,-3.0,-0.9,-4,0
Cc1ccc(NC(=S)N/N=C2/CCCc3c(C)cc(C)cc32)cc1,-2,2,-11,106,2,6,-0.1,-0.3,.,-1
CC(C)Oc1ccc(CNC(=O)c2ccc3c(c2)N(C)CCS3)cc1,0,-5,-4,97,10,19,0.5,0.7,-4,.
S=C(NC1CCCCC1)N1CCN(c2ncccn2)CC1,0,0,4,105,-1,-1,-0.9,-1.0,-5,-5
CSc1ccc(/C=C/C(=O)OCC(=O)N2CCCCCC2)cc1,3,-4,-3,100,-2,-11,1.8,-0.6,-2,4
CCOC(=O)c1c(C)[nH]c(N=Nc2ccccc2C)c1C,-3,7,13,91,3,4,1.0,-1.8,-1,8
COc1ccc(OC)c(NC(=O)CC2SC(=Nc3ccccc3)N(CCc3ccccn3)C2=O)c1 (centres undefined),-5,1,11,102,4,0,0.0,-0.6,2,1
O=C(c1ccco1)N1CCN(S(=O)(=O)c2ccc(C3CCCCC3)cc2)CC1,2,-3,0,86,8,10,1.2,.,-4,-2
O=C(NCC1CCCO1)c1ccc[nH]1 (centres undefined),-3,3,-2,116,-3,-6,-0.9,-0.8,-2,0
CSCCC(=O)N1CCCC(CNC(=O)c2ccccc2Cl)C1 (centres undefined),-2,-3,-4,98,7,6,-1.9,-1.2,2,-1
C[C@@H]([C@@H](O)c1ccccc1)N(C)C(=O)C(N)Cc1ccccc1 (some centres undefined),-9,2,9,103,26*,-2,-0.4,-1.3,-2,.
Cc1ccc(-c2noc(CN(C(=O)c3cccc(Br)c3)C(C)C)n2)cc1,-2,-9,-7,99,0,-1,1.0,-0.2,2,.
N#CC1(C#N)C(C(=O)C23CC4CC(CC(C4)C2)C3)C12CCOCC2 (centres undefined),-4,2,-41,104,1,-21,-0.7,-0.5,6,-2
CCOC(=O)C1CCCN(C(=O)c2ccc3nc(-c4ccccc4)c(-c4ccccc4)nc3c2)C1 (centres undefined),-5,-2,5,103,-4,0,-0.8,-3.1,-2,3
CCOC(=O)c1cnn(-c2sc(C(=O)OCC)c(C)c2C(=O)OCC)c1N,-5,5,-13,103,.,10,3.1,-3.7,0,1
CCN(CC)S(=O)(=O)c1ccc2c(c1)c(=O)c(C(=O)NCc1cccs1)cn2C,3,3,2,95,3,3,-0.1,-0.7,-7,-1
Cc1ccc(NC(=O)NCc2ccc3c(c2)OCO3)cc1C,-2,-5,0,109,0,-1,0.1,-1.6,-1,-1
CC(=O)c1cc(OC(=O)N2CCOCC2)ccc1OC(=O)N1CCOCC1,0,-2,-5,98,0,14,-2.0,0.2,.,4
O=c1c2cc(-c3ccccc3)sc2nc2n1N=C(c1ccccc1)CS2,1,0,0,.,1,-2,0.5,-0.7,-1,-2
CC(=O)Cc1cc(=O)c2c(C)cc(O)c(C3OC(CO)C(O)C(O)C3O)c2o1 (centres undefined),-3,0,-14,103,4,8,0.7,0.9,-6,.
O=C(NCc1ccc(Cl)cc1)C1CCN(S(=O)(=O)c2cc([N+](=O)[O-])ccc2Cl)CC1,-3,-4,-7,87,-3,5,-0.1,-2.3,-3,6
COc1ccc(-c2cc3nc(C)cc(NCCO)n3n2)cc1,-6,-1,-3,110,-3,3,1.3,-1.4,1,-1
COc1ccc(C(=O)c2c(C)oc3cc([N+](=O)[O-])c(O)c([N+](=O)[O-])c23)cc1,-6,21,-2,95,1,-6,-0.9,-1.8,.,15
CC(=O)Nc1ccc(S(=O)(=O)N(Cc2cccnc2)Cc2cc3ccccc3[nH]c2=O)cc1,0,1,-4,100,1,-8,-0.1,-3.2,-5,-12
Cc1ccc(-c2nc(CS(=O)CC(=O)N3CCN(c4ccccc4)CC3)c(C)o2)cc1 (centres undefined),-1,-1,-6,.,4,-5,0.7,-0.1,-3,13
C=C1CCN([C@@H](CC(C)C)C(=O)NCCCc2ccccc2)S(=O)(=O)c2ccccc21,-3,-8,0,108,6,3,-0.8,0.3,2,.
Cc1cccc(C(=O)N/N=C/c2ccc[nH]2)c1,-3,0,-2,.,-2,14,4.0,-0.8,-4,0
O=C(CN(C(=O)CNS(=O)(=O)c1ccc(F)cc1)c1ccccc1)NCc1ccco1,-5,1,-1,88,3,-4,-0.5,-1.8,-2,0
O=C(NCc1cccc(C(F)(F)F)c1)c1ccc2c(c1)OCCO2,-5,-2,-2,.,0,-13,-1.0,-0.4,.,5
CC(=O)c1c(C)[nH]c(C(=O)Nc2cc(F)ccc2C)c1C,0,-1,-1,.,-1,-5,-0.1,-4.1,-3,3
Cc1ccc(OS(=O)(=O)c2ccc(N3C(=O)CCC3=O)cc2)cc1,3,-2,-6,.,-3,30,-1.1,-1.8,3,-4
COc1ccc(Cl)cc1NC(=O)CN1CCCC1,4,0,-10,99,2,40,-1.1,0.0,6,-3
O=C(NCC1CCCO1)c1cc(C(=O)c2ccc(Cl)cc2Cl)c[nH]1 (centres undefined),-6,3,-4,104,0,-22,1.5,1.7,.,-1
O=C(c1ccc(Cl)c(S(=O)(=O)N2CCCC2)c1)N1CCN(c2ccccc2F)CC1,-7,-4,0,110,-1,-1,-0.5,0.5,-2,10
COc1ccccc1NC(=O)Nc1ccnn1C1CCN(C(=O)c2ccccn2)CC1,2,1,-7,.,-1,-3,-2.0,-0.6,1,-2

# Screens as filed in PubChem.
